mHTT-CaM PPI inh: mutant huntingtin-calmodulin interaction inhibitors – biochemical, AlphaScreen, primary screen | AlphaScreen His-mHTT/GST-CaM binding, luminescence | inhibition, % at 15 µM | 190,000 tested, 3.6% active;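 also: 0% = both proteins with DMSO and 100% = one protein alone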
Target sequence (P42858 whole entry, looked up, stated change not applied): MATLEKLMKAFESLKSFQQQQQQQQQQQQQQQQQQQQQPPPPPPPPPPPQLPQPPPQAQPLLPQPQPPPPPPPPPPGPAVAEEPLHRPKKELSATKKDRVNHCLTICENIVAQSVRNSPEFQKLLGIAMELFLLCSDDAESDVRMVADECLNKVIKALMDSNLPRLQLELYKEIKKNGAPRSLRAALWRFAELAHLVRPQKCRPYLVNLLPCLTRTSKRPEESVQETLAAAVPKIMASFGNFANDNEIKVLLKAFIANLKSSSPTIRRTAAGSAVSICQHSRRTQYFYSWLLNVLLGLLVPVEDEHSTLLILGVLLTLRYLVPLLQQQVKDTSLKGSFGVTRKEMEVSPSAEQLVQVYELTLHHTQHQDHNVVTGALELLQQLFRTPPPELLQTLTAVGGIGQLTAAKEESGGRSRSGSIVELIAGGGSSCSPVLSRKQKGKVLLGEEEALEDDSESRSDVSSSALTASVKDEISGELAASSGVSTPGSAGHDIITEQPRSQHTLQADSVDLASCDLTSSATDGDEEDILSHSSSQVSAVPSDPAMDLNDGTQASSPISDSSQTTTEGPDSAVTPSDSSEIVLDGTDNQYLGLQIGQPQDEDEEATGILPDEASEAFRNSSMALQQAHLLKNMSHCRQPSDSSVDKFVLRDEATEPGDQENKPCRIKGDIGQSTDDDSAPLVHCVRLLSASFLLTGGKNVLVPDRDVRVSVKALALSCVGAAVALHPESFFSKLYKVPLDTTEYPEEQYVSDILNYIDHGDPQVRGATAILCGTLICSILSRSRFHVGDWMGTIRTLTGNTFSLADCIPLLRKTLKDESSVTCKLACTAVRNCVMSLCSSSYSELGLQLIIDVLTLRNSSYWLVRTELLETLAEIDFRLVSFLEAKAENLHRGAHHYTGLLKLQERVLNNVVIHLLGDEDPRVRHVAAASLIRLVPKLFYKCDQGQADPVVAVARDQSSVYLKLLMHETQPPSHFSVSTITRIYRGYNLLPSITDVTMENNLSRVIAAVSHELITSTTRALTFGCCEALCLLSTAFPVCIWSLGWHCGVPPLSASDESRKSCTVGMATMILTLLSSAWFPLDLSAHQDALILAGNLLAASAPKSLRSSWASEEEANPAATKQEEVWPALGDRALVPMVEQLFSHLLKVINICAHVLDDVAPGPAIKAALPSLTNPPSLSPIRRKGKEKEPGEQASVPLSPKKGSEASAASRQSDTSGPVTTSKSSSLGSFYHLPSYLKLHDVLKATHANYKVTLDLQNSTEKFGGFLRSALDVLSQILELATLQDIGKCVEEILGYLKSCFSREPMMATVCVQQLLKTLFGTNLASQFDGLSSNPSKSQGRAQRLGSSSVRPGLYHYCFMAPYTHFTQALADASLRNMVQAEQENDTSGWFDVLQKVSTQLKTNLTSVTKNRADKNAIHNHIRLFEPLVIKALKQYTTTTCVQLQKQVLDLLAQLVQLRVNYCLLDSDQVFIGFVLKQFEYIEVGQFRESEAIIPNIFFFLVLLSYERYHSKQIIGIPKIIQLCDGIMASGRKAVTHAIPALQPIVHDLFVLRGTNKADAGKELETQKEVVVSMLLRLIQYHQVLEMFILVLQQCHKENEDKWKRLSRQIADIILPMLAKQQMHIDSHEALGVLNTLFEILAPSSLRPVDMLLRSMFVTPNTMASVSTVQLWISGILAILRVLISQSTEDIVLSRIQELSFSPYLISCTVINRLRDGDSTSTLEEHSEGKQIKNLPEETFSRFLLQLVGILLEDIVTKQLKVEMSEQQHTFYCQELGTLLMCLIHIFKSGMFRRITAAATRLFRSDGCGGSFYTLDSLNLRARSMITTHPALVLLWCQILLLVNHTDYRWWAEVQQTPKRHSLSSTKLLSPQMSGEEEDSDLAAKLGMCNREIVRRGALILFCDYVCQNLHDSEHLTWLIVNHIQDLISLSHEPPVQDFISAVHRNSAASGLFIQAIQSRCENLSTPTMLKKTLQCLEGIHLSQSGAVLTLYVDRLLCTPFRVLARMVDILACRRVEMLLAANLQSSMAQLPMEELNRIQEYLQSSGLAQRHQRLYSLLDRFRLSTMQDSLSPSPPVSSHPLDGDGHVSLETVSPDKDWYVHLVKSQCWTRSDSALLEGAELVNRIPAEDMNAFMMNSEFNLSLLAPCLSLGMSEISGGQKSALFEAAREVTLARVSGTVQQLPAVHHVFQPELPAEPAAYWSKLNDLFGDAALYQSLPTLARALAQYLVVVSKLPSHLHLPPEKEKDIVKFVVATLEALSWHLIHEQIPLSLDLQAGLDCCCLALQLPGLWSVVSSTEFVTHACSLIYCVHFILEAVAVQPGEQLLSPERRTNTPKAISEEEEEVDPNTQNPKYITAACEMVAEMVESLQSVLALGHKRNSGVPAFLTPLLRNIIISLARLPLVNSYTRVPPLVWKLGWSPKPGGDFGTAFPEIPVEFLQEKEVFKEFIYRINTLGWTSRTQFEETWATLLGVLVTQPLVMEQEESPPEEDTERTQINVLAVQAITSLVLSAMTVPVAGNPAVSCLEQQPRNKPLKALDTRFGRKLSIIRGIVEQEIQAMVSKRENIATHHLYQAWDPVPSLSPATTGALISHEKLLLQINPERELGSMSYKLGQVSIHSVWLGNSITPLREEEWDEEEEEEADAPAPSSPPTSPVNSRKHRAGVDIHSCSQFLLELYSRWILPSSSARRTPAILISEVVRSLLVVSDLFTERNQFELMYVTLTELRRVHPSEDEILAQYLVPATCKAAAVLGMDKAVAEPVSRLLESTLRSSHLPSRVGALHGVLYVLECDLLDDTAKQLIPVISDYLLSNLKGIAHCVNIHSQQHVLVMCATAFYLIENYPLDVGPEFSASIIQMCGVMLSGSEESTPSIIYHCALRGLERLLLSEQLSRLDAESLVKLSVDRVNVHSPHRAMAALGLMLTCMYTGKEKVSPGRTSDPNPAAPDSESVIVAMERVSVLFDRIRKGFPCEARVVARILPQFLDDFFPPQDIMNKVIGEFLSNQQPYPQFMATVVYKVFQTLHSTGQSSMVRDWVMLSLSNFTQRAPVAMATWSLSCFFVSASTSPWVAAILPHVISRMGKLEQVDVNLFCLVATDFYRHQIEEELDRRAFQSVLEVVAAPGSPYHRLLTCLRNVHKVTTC
Pf apPOL block: Pf-apPOL inhibitors, biochemical, fluorescence; AID 1794808, 2022; inhibition, % at 10 µM; 210,000 tested, 0.25% active; Recombinant Pf-apPOL, molecular beacon fluorescence, 1.5 h; Plasmodium falciparum apicoplast DNA polymerase (apPOL)
The depositor's hits bear a star; . = no result given; & = joins results of further samples. Rule as the data show it: active = inhibition above about 50%; inactive = the rest.

A first look:
No.	Structure	mHTT-CaM PPI inh	Pf apPOL block
1	CCc1cccc(NC(=O)c2cc(CC)n3nccc3n2)c1	-115	4
2	Cc1cc(C)cc(NC(=O)Cc2ccccc2)c1	-14	-2
3	CCOc1ccc(Cl)cc1/C=C1/C(=O)ON=C1C	30	-9
4	O=C(NCCc1csc2nc(-c3cccc(F)c3)nn12)Nc1ccccc1C(F)(F)F	-4	-9
5	c1ccc2c(c1)nc1n2CCN1CCNC1CCCCC1	0	3
6	COc1ccccc1/C=C/C(=O)Nc1ccccn1	20	-3
7	O=C(Nc1ccccc1Cl)N1CCCN(C2CCN(CC3CC3)C2=O)CC1 (stereo unspecified)	22	4
8	Cc1cccc(-c2nc(C3CCN(C(=O)c4cccc5[nH]ccc45)CC3)no2)c1	47	2
9	Cc1ccsc1C(=O)N1CCC(c2nc(C(=O)N3CCCC3)c(C)o2)CC1	3	0
10	CCOc1ccc(-n2nc(C(=O)N(CC)CC)c3ccccc3c2=O)cc1	-6	-6
11	Nc1nc(SCC(=O)c2ccc(Oc3ccccc3)cc2)n[nH]1	8	-10
12	Cc1cc[n+](CC(=O)N(c2ccccc2)C(C)C)cc1	0	-3
13	Cc1cccc(NC(=O)c2cccc([N+](=O)[O-])c2C)c1	-4	-1
14	Cc1c(C(=O)N2CCC3(CC2)OCCO3)sc2ncnc(N3CCN(c4ccccc4)CC3)c12	8	-2

The listing (from the top)
No.	Structure	mHTT-CaM PPI inh	Pf apPOL block
1	CCc1cccc(NC(=O)c2cc(CC)n3nccc3n2)c1	-115	4
2	Cc1cc(C)cc(NC(=O)Cc2ccccc2)c1	-14	-2
3	CCOc1ccc(Cl)cc1/C=C1/C(=O)ON=C1C	30	-9
4	O=C(NCCc1csc2nc(-c3cccc(F)c3)nn12)Nc1ccccc1C(F)(F)F	-4	-9
5	c1ccc2c(c1)nc1n2CCN1CCNC1CCCCC1	0	3
6	COc1ccccc1/C=C/C(=O)Nc1ccccn1	20	-3
7	O=C(Nc1ccccc1Cl)N1CCCN(C2CCN(CC3CC3)C2=O)CC1 (stereo unspecified)	22	4
8	Cc1cccc(-c2nc(C3CCN(C(=O)c4cccc5[nH]ccc45)CC3)no2)c1	47	2
9	Cc1ccsc1C(=O)N1CCC(c2nc(C(=O)N3CCCC3)c(C)o2)CC1	3	0
10	CCOc1ccc(-n2nc(C(=O)N(CC)CC)c3ccccc3c2=O)cc1	-6	-6

No.	Structure	mHTT-CaM PPI inh	Pf apPOL block
11	Nc1nc(SCC(=O)c2ccc(Oc3ccccc3)cc2)n[nH]1	8	-10
12	Cc1cc[n+](CC(=O)N(c2ccccc2)C(C)C)cc1	0	-3
13	Cc1cccc(NC(=O)c2cccc([N+](=O)[O-])c2C)c1	-4	-1
14	Cc1c(C(=O)N2CCC3(CC2)OCCO3)sc2ncnc(N3CCN(c4ccccc4)CC3)c12	8	-2
15	O=C(CN1CCC(c2nnc(-c3ccc(F)cc3)o2)CC1)NCc1ccc2c(c1)OCO2	-2	-1
16	COCCNC(=O)c1ccc(N2CCC3(CC2)OCCO3)c([N+](=O)[O-])c1	5	-2
17	C=C(C)COc1ccc2c(=O)c(Oc3ccccc3OCC)c(C)oc2c1	-14	-8
18	Cc1cc(S(=O)(=O)N2CCCCC2)c(C)s1	-8	.
19	CCCCOc1ccc(NC(=O)c2ccccc2F)cc1	-20	-8
20	O=C(c1cnccn1)N(c1ccccc1)C1(C(=O)NC2CCCC2)CCCCC1	2	-1

No.	Structure	mHTT-CaM PPI inh	Pf apPOL block
21	O=C(NNS(=O)(=O)c1ccccc1Cl)c1nn(-c2ccc(F)cc2)ccc1=O	.	36
22	CCN1CN(C2CCCCC2)CNC1=S	-1	.
23	Cc1ccc(CNC(=O)c2ccc3c(c2)nc2n3CCCCC2)o1	2	-1
24	Cn1c2ccccc2c2nnc(SCC(=O)Nc3nc4ccc([N+](=O)[O-])cc4s3)nc21	1	-3
25	Nc1ccc(C(=O)Nc2ccc(-c3nc4ccc(NC(=O)c5ccc(N)cc5)cc4[nH]3)cc2)cc1	52*	-27
26	CCOC(=O)C(C(=O)C(F)(F)F)C(NC(N)=S)c1ccco1 (stereo unspecified)	.	-1
27	O=C(c1ccc(F)c(F)c1)n1nnc2ccccc21	3	1
28	O=C(O)C1CCCCC1C(=O)NCCCc1ccccc1 (stereo unspecified)	0	-1
29	Cc1ccsc1C(=O)N1CCN(c2nc3ccncc3n(C)c2=O)CC1	7	8
30	Cc1ccccc1CSc1nc2[nH]ncc2c(=O)n1-c1ccccc1C	26	-3

No.	Structure	mHTT-CaM PPI inh	Pf apPOL block
31	COc1cc(/C=C2\NC(=O)NC2=O)cc(Br)c1OCc1cccc(C(=O)O)c1	5	-2
32	O=C(Cn1cnc2c(nnn2-c2ccc(Br)cc2)c1=O)NCc1ccco1	-5	3
33	Cc1oc(C(=O)NCc2cccnc2)cc1S(=O)(=O)N(C)c1ccccc1	-5	-1
34	CCOc1ccccc1NC(=O)c1cccs1	-1	-2
35	O=C(CN1N=C(c2ccccc2)CCC1=O)NCc1ccc(F)cc1	7	-9
36	Nc1nc2nc(-c3ccccc3)cc(-c3ccccc3)n2n1	12	-11
37	O=c1c(NCc2ccccc2Cl)nccn1-c1ccc2c(c1)OCO2	-4	-13
38	COc1cccc(-n2ccnc2SCC(=O)Nc2cc(C(F)(F)F)ccc2Cl)c1	32	0
39	Cc1ccc2c(Cl)c(C(=O)Nc3sc4c(c3C(N)=O)CCCC4)sc2c1	-3	1
40	O=C(Nc1cccc2ccccc12)C12CC3CC(CC(C3)C1)C2	-2	-6

No.	Structure	mHTT-CaM PPI inh	Pf apPOL block
41	CC(=O)N1CCC2(CC1)N=C(c1ccccc1O)CC(c1ccc(C(C)C)cc1)N2 (stereo unspecified)	7	-5
42	CCC(C)NC(=O)C1c2ccccc2C(=O)N1C1CCCCC1C (stereo unspecified)	-1	-4
43	Cc1ccc(NC(=O)C2CCN(c3nccnc3Oc3ccccc3)CC2)cc1F	12	-1
44	CCCn1cc(C2=CCN(S(=O)(=O)c3ccc(F)c(C)c3)CC2)c2cccnc21	38	0
45	O=C(c1ccccc1)N1CC(=O)N2CCc3ccccc3C2C1 (stereo unspecified)	-6	-3
46	CCN(Cc1ccccc1)C(=O)c1noc2c1CCCC2	-32	-5
47	COc1cc(Br)cc(NC(=O)c2ccc([N+](=O)[O-])cc2)c1	14	-2
48	Cc1cc(N=Cc2cccc([N+](=O)[O-])c2O)ccc1NC(=O)c1ccccc1	6	-2
49	Oc1ccc(N=C/C=C/c2ccc3c(c2)OCO3)cc1-c1nc2ccccc2o1	4	-2
50	O=C(CCCOc1ccc(Cl)cc1)Nc1ccc([N+](=O)[O-])cc1	-1	0

No.	Structure	mHTT-CaM PPI inh	Pf apPOL block
51	O=[N+]([O-])c1ccc(NCCCn2ccnc2)nc1	-5	0
52	NC(=O)c1ccc(N2CCCC2)c([N+](=O)[O-])c1	0	2
53	O=C(NCCCN1CCCC1=O)c1ccnc(N2CCNC(c3ccccc3)C2)c1 (stereo unspecified)	-4	5
54	CC(=O)N(c1c(C)n(C)n(-c2ccccc2)c1=O)C1(C(=O)NC2CCCCC2)CCCCC1	16	-1
55	O=C(O)c1nccnc1C(=O)Nc1ccc2c(c1)OCO2	.	6
56	Cc1cccc2nnc(N3CCC(C(=O)NCc4ccc(N5CCCCC5)cc4)CC3)n12	17	-1
57	CNC(=O)CCN1N=C(c2ccc(OC)cc2)CCC1=O	-4	-22
58	C=C1SC(Nc2cccc(Cl)c2C)=NC1(C)C	.	-12
59	CC(C)c1ccc(NC(=O)C2CC(=O)N(c3cccc(NC(=O)C4CCC4)c3)C2)cc1 (stereo unspecified)	2	-3
60	Cc1cc(C(=O)O)cc(S(=O)(=O)Nc2cccc([N+](=O)[O-])c2)c1C	-4	-3

No.	Structure	mHTT-CaM PPI inh	Pf apPOL block
61	O=C(Nc1cccc(OC(F)(F)F)c1)c1nnn(-c2ccccc2F)c1-c1ccccn1	-8	-8
62	COCCNc1oc2c(c1-c1cccc(OC)c1OC)c(=O)oc1ccccc12	-12	-2
63	COc1cccc(C2C=C(c3ccc(F)cc3)Nc3nnnn32)c1OC(F)F (stereo unspecified)	4	-17
64	COc1ccc(N=Cc2c(O)n(-c3ccccc3OC)c(=O)c3ccccc23)cc1	16	-7
65	CC(=O)NC1=NN(C(C)=O)C(c2ccc(N(C)C)cc2)S1 (stereo unspecified)	8	-2
66	CC(=O)c1cccc(NC(=O)CN2CCC(c3nc(-c4ccc(C)cc4)no3)CC2)c1	-6	0
67	O=C(Nc1cccnc1Cl)c1cc2n(n1)C(C(F)(F)F)CC(c1ccc3c(c1)OCO3)N2 (stereo unspecified)	15	-5
68	COc1cn(CC(=O)Nc2ccc(C)c(Cl)c2)c(CN2CCN(C(C)=O)CC2)cc1=O	4	2
69	CCCCC(O)(CCCC)C(=O)Nc1ccccn1	-14	-7
70	Oc1cccc(C=Nc2ccc(Cl)c(Cl)c2)c1O	9	2

No.	Structure	mHTT-CaM PPI inh	Pf apPOL block
71	COCCNC(=O)NCC1(c2ccc(F)cc2)CC1	-15	-2
72	O=C(O)c1cc(C(=O)O)cc(N2C(=O)c3ccc(Oc4ccc([N+](=O)[O-])cc4)cc3C2=O)c1	-5	0
73	CN(CC(=O)N(CCN1CCOCC1)c1nc2c(Cl)cccc2s1)S(C)(=O)=O	17	-13
74	Nc1nc2nc(SCC(=O)Nc3nc(-c4ccccc4)cs3)[nH]c2c(=O)[nH]1	46	-6
75	COc1ccc(S(=O)(=O)N2CCC(C(=O)Nc3nnc(C4CCCO4)o3)CC2)cc1 (stereo unspecified)	44	1
76	CCN(C(=O)C1CCN(c2ncnc3c2nc2n3CCCCC2)CC1)c1ccccc1	12	0
77	O=C(Nc1ccccc1)Nc1nnc(Cc2ccc([N+](=O)[O-])cc2)s1	1	9
78	CN(C)c1ncccc1NC(=O)c1ccccc1	5	-4
79	COc1ccc(CCNC(=O)C(=O)Nc2ccc(C)c(C)c2)cc1OC	4	0
80	COc1ccccc1-n1ccn2cc(-c3cccs3)nc2c1=O	7	-3

No.	Structure	mHTT-CaM PPI inh	Pf apPOL block
81	COc1ccc(S(N)(=O)=O)cc1	-2&-7	-4
82	CCc1nc(C(C)C)n2c(=O)n(CC#N)nc2c1C	-19	2
83	COc1ccc(C(O)CN2CCN(c3ccc(F)cc3)CC2)cc1OC (stereo unspecified)	12	-4
84	CC(=O)NCc1ccc(-n2cccn2)cc1	-3	4
85	COc1ccc([C@H]2C[C@@H](n3cc(-c4ccc(F)cc4)nn3)[C@H](O)CN2CC2CCCCC2)cc1	-7	-3
86	Cc1ccc(N=C(NO)C(=Nc2ccc(C)c(C)c2)NO)cc1C	25	0
87	c1cn(-c2cc(N3CCCC3)ncn2)cn1	-10	2
88	Cc1c(C(=O)NCc2cccnc2)oc2ccc(S(=O)(=O)N3CCCCCC3)cc12	24	-4
89	COc1ccccc1CC(=O)c1ccc(O)c(CN2CCCC(C)C2)c1O (stereo unspecified)	9	-21
90	c1ccc2oc(SCc3nc4c5c6c(sc5ncn4n3)CCCC6)nc2c1	-8&6	-5&0

No.	Structure	mHTT-CaM PPI inh	Pf apPOL block
91	CSc1nc2n(n1)C(c1ccc(Cl)cc1Cl)C1=C(CCCC1=O)N2 (stereo unspecified)	-4	-11
92	CC1(C)CN=C(N2CCN(CC(O)COc3ccc(OCC(O)CN4CCN(C5=NCC(C)(C)S5)CC4)cc3)CC2)S1 (stereo unspecified)	17	.
93	COc1ccc(-c2nnc(N3CCC(C(=O)NCc4ccc(F)cc4)CC3)o2)cc1	-2	-3
94	O=C(Nc1cccc(Br)c1)N1CCc2nc(-c3ccc(Cl)cc3)ncc2C1	-25	-1
95	CCOc1cc(C)c(S(=O)(=O)N2CCC(C(N)=O)CC2)cc1C	-8	-2
96	Cc1ccccc1C(=O)Nc1ccc(Br)c(Cl)c1	-14	-7
97	CCOc1cc(CNC(=O)CN2C(=O)CCCc3ccccc32)cc(OCC)c1OCC	-2	-5
98	Cc1cc(NC(=O)CSc2ccc(NC(=O)c3cccs3)nn2)on1	-14	-5
99	OC(C#CC(O)(c1ccccc1)c1ccccc1)(c1ccccc1)c1ccccc1	.	-12
100	COc1ccc(S(=O)(=O)N(CCc2ccccc2)CC(=O)Nc2ccc(C(N)=O)cc2)cc1	6	-10

No.	Structure	mHTT-CaM PPI inh	Pf apPOL block
101	O=C(c1cccc([N+](=O)[O-])c1)N1CCn2c1nc1ccccc12	-2	5
102	O=C(CSc1nnc(-c2ccncc2)o1)NCC1CCCO1 (stereo unspecified)	-11	1
103	COc1cc(CN2CCc3nc(Nc4ccc5c(c4)OCO5)ncc3C2)ccc1OC(C)C	82*	0
104	COc1cc(OC)c(/C=C2\NC(=O)N(CC(=O)Nc3cccc(C)c3)C2=O)c(OC)c1	38	-1
105	O=C(Cc1c[nH]c2ccccc12)Nc1cc(-c2ccccn2)no1	19	-2
106	COc1ccc(-c2cc3nc4c(c(=O)n3[nH]2)CN(C(=O)c2ccoc2)CC4)cc1	-1	1
107	CC(C)c1ccc(N2CCN(CC(=O)N3CCN(c4ncccn4)CC3)C2=O)cc1	-8	-24
108	Cc1cc(Br)ccc1OCCCN1CCN(C)CC1	1	-6
109	CCN(CC)C1CC(=O)N(c2cccc([N+](=O)[O-])c2)C1=O (stereo unspecified)	32	-7
110	COc1ccc(C2NCC(CCl)O2)cc1 (stereo unspecified)	1	.

No.	Structure	mHTT-CaM PPI inh	Pf apPOL block
111	Cc1cc(C)n(-c2ccc(C(=O)Nc3cccc(-c4csc(C)n4)c3)nn2)n1	-4	2
112	CCc1nc(C2CCN(C(=O)Cc3ccsc3)CC2)n[nH]1	0	3
113	Cc1cccc(NC(=O)c2cnn3c2CCCC3)c1	0	0
114	CC(C)N(C(C)C)S(=O)(=O)c1ccccc1	-9	-5
115	COCCCNC(=O)C1CCN(c2nnc3ccc(C(F)(F)F)cn23)CC1	-4	-4
116	CC(C)c1noc(-c2cccnc2N2CCCN(C(=O)c3ccc(F)c(Cl)c3)CC2)n1	-2	0

Arranged by SMILES length (lowest first): some entries from above.
No.	Structure	mHTT-CaM PPI inh	Pf apPOL block
11	Nc1nc(SCC(=O)c2ccc(Oc3ccccc3)cc2)n[nH]1	8	-10
86	Cc1ccc(N=C(NO)C(=Nc2ccc(C)c(C)c2)NO)cc1C	25	0
66	CC(=O)c1cccc(NC(=O)CN2CCC(c3nc(-c4ccc(C)cc4)no3)CC2)c1	-6	0
